Pol iota inh: blocks human DNA polymerase iota activity; Q9UNA4; Pol iota fluorescent replication assay, 10 min; Potency, µM (series often up to 115 µM), without a hit: at the highest dose activity, negative = inhibition, hits mostly inhibitors; 390,000 tested, 1% active; AID 588590
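Pol iota at 10 nM preincubated 15 min with compounds at room temperature; reaction started with fluorescent substrate, 50 nM final. Fluorescence read kinetically at 0 and 10 min; buffer-only wells as negative control.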
G9a block: inhibitors of human histone lysine methyltransferase G9a. Q96KQ7. G9a H3K9 monomethylation, AlphaScreen, 2 h. Potency, µM (series often up to 102 µM), inactives show top-dose activity, negative = inhibition, most hits filed as inhibitors. 350,000 tested, 8.8% active. AID 504332; also: % is scaled to controls: 0 for no effect and ±100 for the full control effect; nearly all actives have a fitted effect of over 75% in size
Target sequence (Q96KQ7 913-1193 limits assumed): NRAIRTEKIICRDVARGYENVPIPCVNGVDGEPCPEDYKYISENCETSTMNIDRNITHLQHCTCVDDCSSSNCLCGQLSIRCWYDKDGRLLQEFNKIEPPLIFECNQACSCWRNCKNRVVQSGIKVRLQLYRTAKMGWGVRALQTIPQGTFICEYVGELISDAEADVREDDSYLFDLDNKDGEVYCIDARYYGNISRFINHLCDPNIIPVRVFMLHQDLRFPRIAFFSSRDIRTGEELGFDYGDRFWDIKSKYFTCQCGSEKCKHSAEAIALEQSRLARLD
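Chemiluminescent proximity detection of H3K9 monomethylation, read after 10 min bead incubation in the dark. Reaction: 20 nM G9a, 500 nM biotin-H3K9 peptide, 20 uM SAM cofactor, 2 h, room temperature, following 15 min enzyme-compound preincubation.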
GLS inhibitor: glutaminase GLS (human) inhibition. O94925. GLS enzymatic activity, qHTS titration. Potency, µM (highest dose often 45.5 µM), inactives show at the highest dose activity change, negative = inhibition, usual class: inhibitors. 410,000 tested, 0.21% active; also: % is scaled to controls: 0 for no effect and ±100 for the full control effect
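Read-out is an Amplex red fluorescence increase coupled through glutamate oxidase and HRP, measured before and after 30 min room-temperature incubation. hKGA is in 45 mM KH2PO4 (pH 8.2) with 0.02% Tween-20; glutamine added as 1mM solution.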
Pin1 inh: human Pin1 inhibition | Q13526 | Pin1 FP peptide displacement, HiFluor488, 10 min | Potency, µM (titrated, usually from 115 µM), for the others: at the highest dose activity, negative = inhibition, hits mostly inhibitors | 390,000 tested, 0.009% active; active = well fitted inhibition curve with a large enough effect in the polarisation, with a control signal flat, not every such curve was filed as active; inconclusive = small, poorly fitted or top-dose-only effect, or effect the other way, or a change in a side signal; inactive = no such curve, though single readings can be large or run the other way; the % refers to the polarisation; also: % is scaled to controls: 0 for no effect and ±100 for the full control effect
Target sequence (Q13526 whole entry, looked up): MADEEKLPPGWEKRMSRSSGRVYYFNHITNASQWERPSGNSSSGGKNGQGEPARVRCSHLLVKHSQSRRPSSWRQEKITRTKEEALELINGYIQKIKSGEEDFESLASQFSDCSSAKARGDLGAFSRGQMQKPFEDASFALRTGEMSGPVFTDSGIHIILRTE
PGK inhibitor: T. brucei PGK inhibition; P07378; PGK/GAPDH coupled, Kinase-Glo luminescence, 60 min; Potency, µM (series often up to 57.5 µM), without a hit: at the highest dose activity change, negative = inhibition, most hits filed as inhibitors; 380,000 tested, 0.043% active; AID 602233; also: % is scaled to controls: 0 for no effect and ±100 for the full control effect; nearly all actives have a fitted effect of over 60% in size
Target sequence (P07378 whole entry, looked up): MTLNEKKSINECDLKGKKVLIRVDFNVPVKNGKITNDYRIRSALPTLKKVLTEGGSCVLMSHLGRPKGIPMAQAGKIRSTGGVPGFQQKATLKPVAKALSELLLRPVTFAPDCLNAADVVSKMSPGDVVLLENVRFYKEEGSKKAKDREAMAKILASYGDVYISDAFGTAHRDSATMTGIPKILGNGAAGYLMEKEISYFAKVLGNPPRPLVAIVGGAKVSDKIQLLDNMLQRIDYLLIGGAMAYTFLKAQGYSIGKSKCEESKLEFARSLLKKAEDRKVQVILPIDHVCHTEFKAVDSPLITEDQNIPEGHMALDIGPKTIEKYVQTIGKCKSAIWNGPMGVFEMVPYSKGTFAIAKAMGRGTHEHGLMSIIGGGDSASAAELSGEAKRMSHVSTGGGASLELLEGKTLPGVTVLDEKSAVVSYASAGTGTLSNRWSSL
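Luminescent ATP detection (Kinase-Glo Plus) follows a 60-minute room-temperature incubation, with wells lacking PGK as controls. Buffer: 100 mM TEA (pH 7.6), 5 mM MgCl2, 0.01% Tween-20. Coupling enzyme GAPDH (100 nM final) supplies unstable 1,3-BPG in-well.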
HP1b chromo inh: HP1-beta chromodomain-methylated histone interaction inhibition. AlphaScreen HP1-beta / biotin-H3K9me3 peptide binding. Potency, µM (highest dose often 114 µM), for the others: top-dose activity change, negative = inhibition, hits mostly inhibitors. 390,000 tested, 0.56% active. AID 540317; also: nearly all actives have a fitted effect of over 70% in size; inactives centre near 23
Target sequence (P83916 whole entry, looked up): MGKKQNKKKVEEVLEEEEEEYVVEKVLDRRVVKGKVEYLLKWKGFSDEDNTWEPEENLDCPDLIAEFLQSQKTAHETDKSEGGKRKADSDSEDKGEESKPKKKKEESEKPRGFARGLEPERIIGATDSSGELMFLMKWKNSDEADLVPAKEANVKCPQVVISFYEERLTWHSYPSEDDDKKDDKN
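AlphaScreen: HP1-beta (50 nM) preformed 30 min with biotin-H3(1-18)K9me3 peptide (50 nM) in PBS pH 7.4, 0.01% Tween-20. Compound added for 30 min at RT, then streptavidin donor/nickel chelate acceptor beads (10 ug/mL) for 30 min.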
BAZ2B inh: blocks human BAZ2B; Q9UIF8; AlphaScreen BAZ2B-H3K14Ac peptide displacement; Potency, µM (highest dose often 114 µM), inactives show at the highest dose activity change, negative = inhibition, hits mostly inhibitors; 360,000 tested, 4.4% active; also: % is scaled to controls: 0 for no effect and ±100 for the full control effect; nearly all actives have a fitted effect of over 60% in size
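Inhibition is scored as reduced AlphaScreen emission. The BAZ2B/b-H3(5-23)K14Ac complex (50 nM each) in PBS pH 7.4, 0.01% Tween-20 meets compound (up to 110 uM) for 30 min at RT before bead addition.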
JMJD2A Tudor: JMJD2A Tudor domain (human) inhibition. O75164. AlphaScreen JMJD2A-Tudor / H3K4me3 peptide binding. Potency, µM (titrated, usually from 114 µM), inactives show top-dose activity change, negative = inhibition, usual class: inhibitors. 390,000 tested, 4.4% active. AID 504339; also: % is scaled to controls: 0 for no effect and ±100 for the full control effect; nearly all actives have a fitted effect of over 50% in size
BLM inh: blocks DNA unwinding by human BLM helicase; P54132; recombinant BLM DNA unwinding, fluorescence dequenching; Potency, µM (series often up to 56.1 µM), inactives show at the highest dose activity change, negative = inhibition, actives largely listed as inhibitors; 350,000 tested, 0.2% active;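 also: plate controls were vehicle for no effect and no enzyme for full effect; nearly all actives have a fitted effect of over 35% in size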
An asterisk follows results filed as active; i = inactive; u = inconclusive; x = not tested or not shown; [ ] = dose if it differs, or a comment. Unless noted, calls follow the shape of the dose curve; as a rule, active = well fitted curve in the direction sought with a large enough effect; inconclusive = small, poorly fitted or top-dose-only effect, or another doubt; inactive = no such curve, though single readings can be large; an effect the other way counts as inactive or inconclusive. Potency is read from the fitted curve at half-maximal effect.

PGK inhibitor,HP1b chromo inh,BAZ2B inh,compound,GLS inhibitor,JMJD2A Tudor,BLM inh,G9a block,Pin1 inh,Pol iota inh
-6%,57%[activator],22%,CC1=C(c2cccc(Cl)c2)S(=O)(=O)NC1=NCc1ccccc1C,8%,-11%,29%,-36%[59 µM],0%,16%
-11%,39%[activator],-9%,CN1/C(=C\C(=O)C[n+]2ccc3ccccc3c2)C(C)(C)c2ccccc21,-4%,-13%,1%,-4%,10%,37%[activator]
x,34%,8%,COc1ccc(C2CC(c3c(O)n(C4CCCCC4)c(=O)[nH]c3=O)=Nc3ccccc3S2)cc1 (stereo not given),-2%,-5%,-8%,7%[59 µM],4%,-3%
-4%,5%,-11%,Clc1ccc(-c2cn3ncsc3n2)cc1,-9%,-20%,-10%,u,-7%,-27%
-2%,15%,13%,COc1ccc(NC(=O)C2CCCN(S(=O)(=O)c3ccc(C)cc3)C2)cc1OC (stereo not given),-10%,0%,0%,21%[59 µM],3%,-7%
-10%,21%,x,O=C(O)CSc1nnc(-c2ccccc2)o1,4%,-12%,-1%,u,5%,-8%
-5%,16%,-21%,COc1ccc(C2CC3(CC(C)(C)NC(=O)N3)Oc3cc(O)ccc32)cc1 (stereo not given),x,-6%,-1%,u,4%,46%[activator]
-4%,-14%,u,Cc1ccc(/C=C/C(=O)N2CCN(c3ccc(F)cc3)CC2)o1,1%,-24%,0%,u,-7%,38%
-8%,40%[activator],13%,Cn1c(=O)c2c(nc(N3CCOCC3)n2CCSc2ncccn2)n(C)c1=O,-7%,-3%,3%,20%[59 µM],-5%,9%
-8%,-14%,4%,Cc1ccc(S(=O)(=O)CC(=O)Nc2nnc(C(C)(C)C)s2)cc1,1%,u,0%,22µM*,0%,62%[activator]
-10%,51%[activator],6%,Cc1cccc(-n2c(SCC(=O)c3c(N)n(C4CC4)c(=O)[nH]c3=O)nnc2N2CCOCC2)c1,-2%,-4%,x,3%[12.7 µM],-3%,30%[activator]
i,9%,9%,CCC(=O)Nc1cccc(NC(=S)NC(=O)c2ccc(Cl)cc2Cl)c1,16%,-36%,-2%,-3%[59 µM],-2%,18%
-1%,-9%,3%,CCC(C)NC(=O)C1c2ccccc2C(=O)N(c2ccc(OC)cc2)C1c1ccc(OC)cc1 (stereo not given),u,20µM*,-5%,2%[59 µM],-1%,21%
-4%,23%,-21%,CSc1nc2ccccc2n1C(=O)NC1CCCCC1,-3%,0%,-4%,-19%[12.7 µM],-2%,-5%
i,-3%,-26%,COc1ccc(C)cc1N(C(=O)c1ccco1)C(C(=O)NC1CCCC1)c1cc(OC)c(OC)c(OC)c1 (stereo not given),3%,-12%,-5%,-39%,-6%,68%[activator]
-10%,-1%,-2%,Cc1cc(C(=O)N/N=C/c2cccnc2)c2ccccc2n1,-10%,-36%[57.1 µM],-4%,-6%,-3%,170%[activator]
8%,42%[activator],0%,CC1CN(/C(=N\S(=O)(=O)c2ccccc2)c2ccccc2)CC(C)O1 (stereo not given),-1%,2%,-1%,u,10%,46%[activator]
-7%,7%,-3%,CN1C(=O)c2ccc(NC(=O)c3c(F)c(F)c(F)c(F)c3F)cc2C1=O,-3%,-30%,2%,2%[59 µM],1%,-8%
i,u,x,Cc1c2cc[n+](CCN3CCCCC3)cc2c(C)c2c1[nH]c1ccc(O)cc12,-8%,u,x,x,44%,25µM*
1%,43%[activator],-14%,COc1ccc(CC(=O)Nc2ccc(/C(C)=N/NC(=O)c3ccc(OC)cc3OC)cc2)cc1,-4%,-8%,-11%,10%,3%,25%

PGK inhibitor,HP1b chromo inh,BAZ2B inh,compound,GLS inhibitor,JMJD2A Tudor,BLM inh,G9a block,Pin1 inh,Pol iota inh
-2%,6%,-15%,Cc1cccc(OCCNC(=O)c2cccc(Oc3ccc(C(F)(F)F)cc3[N+](=O)[O-])c2)c1,2%,u,-14%,9%[59 µM],-1%,-8%
i,-24%,u,CCOC(=O)c1c(C)[nH]c(C)c1C(=O)COC(=O)c1cc(OC)cc(OC)c1,1%,u,-10%,u,0%,19%
-2%,u,-19%,Cc1ccc(S(=O)(=O)N(CC(=O)N/N=C/c2cccc3c2OCCO3)c2ccccc2F)cc1,-19%,-8%[11.4 µM],-13%,-1%,7%,-20%
-4%,39%[activator],-19%,COc1ccc([C@H](C)NC[C@H](O)c2ccc(O)c(NC=O)c2)cc1,30%,0%,1%,-6%,0%,22%
i,19%,7%,COc1cccc2c1OC1(C)CC2NC(=O)N1Cc1ccccc1 (stereo not given),-5%,-18%,-3%,14%[59 µM],-1%,15%
-3%,21%[57 µM],1%,NS(=O)(=O)c1ccc(CCNC(=O)c2ccc3nc(Cc4ccccc4)oc3c2)cc1,5%,-6%,0%,-3%[59 µM],5%,18%
-4%,29%,8%,CCNC(=O)COc1cccc2ccccc12,3%,5%,2%,11%,u,28%
-9%,34%,u,CC1CCc2c(C(=O)Nc3nccs3)csc2C1 (stereo not given),-6%,-14%,-3%,x,0%,5%
-5%,7%,7%,Cc1ccc(C)c(NC(=O)CSc2nnc(-c3ccccc3C)o2)c1,0%,-1%,1%,-31%,7%,11%
-8%,38%,2%,CC(C(=O)Nc1ccc(F)cc1Cl)N1CCN(S(=O)(=O)c2cccs2)CC1 (stereo not given),3%,-2%,x,7%[59 µM],1%,5%
2%,115%[activator],20%,CC(=O)n1nc(-c2ccc(C)cc2)nc1NCc1ccc(F)cc1,5%,14%,-14%,40%[12.7 µM],1%,54%[activator]
-7%,39%,-16%,CCC1CCCCN1CCCNC(=O)Cn1cnc2sc(C)c(S(=O)(=O)N3CCC(C)CC3)c2c1=O (stereo not given),-12%,-3%,0%,3%,-4%,152%[activator]
-2%,6%,-17%,OCCC1CN(Cc2cccn2-c2nccs2)CCN1CCc1ccccc1 (stereo not given),-4%,-35%,-1%,-2%,3%,85%[activator]
-7%,3%,0%,CCC1(CC)NC(=O)N(CC(=O)OCC(=O)Nc2ncc(Cl)cc2Cl)C1=O,5%,-15%,x,18%[2.33 µM],-12%,24%
-9%,34%,6%,CC(C)NC(=O)NC(=O)COC(=O)c1cccc(S(=O)(=O)N2CCCCC2)c1,4%,-7%,-3%,u,-3%,-6%
4%,5%,1%,Cc1nc2ccccc2n1CC(O)c1ccccc1 (stereo not given),0%,-7%,-5%,1%,-4%,34%[activator]
-1%,31%,9%,Cc1cc(C)cc(NC(=O)COC(=O)COc2cccc3c2OC(C)(C)C3)c1,-1%,-17%,x,-9%,4%,17%
1%,26%,-1%,COc1ccccc1CNC(=O)COC(=O)c1c(C)nn(-c2ccccc2)c1Cl,-9%,-15%,-1%,61%[activator],-1%,6%
u,50µM*,45µM*,NS(=O)(=O)c1ccc(N=Nc2ccc(=O)[nH]c2O)cc1,28%,35µM*,-3%,-31%[2.33 µM],u,u
i,34%,3%,CC(C)(C)c1ccc(-c2nc3cc(NC(=O)c4cccc(Br)c4)ccc3o2)cc1,8%,-17%,-3%,-1%[59 µM],-8%,8%

Three records picked at random from the list so far:
PGK inhibitor,HP1b chromo inh,BAZ2B inh,compound,GLS inhibitor,JMJD2A Tudor,BLM inh,G9a block,Pin1 inh,Pol iota inh
-1%,31%,9%,Cc1cc(C)cc(NC(=O)COC(=O)COc2cccc3c2OC(C)(C)C3)c1,-1%,-17%,x,-9%,4%,17%
i,-24%,u,CCOC(=O)c1c(C)[nH]c(C)c1C(=O)COC(=O)c1cc(OC)cc(OC)c1,1%,u,-10%,u,0%,19%
4%,5%,1%,Cc1nc2ccccc2n1CC(O)c1ccccc1 (stereo not given),0%,-7%,-5%,1%,-4%,34%[activator]

The list continues:
PGK inhibitor,HP1b chromo inh,BAZ2B inh,compound,GLS inhibitor,JMJD2A Tudor,BLM inh,G9a block,Pin1 inh,Pol iota inh
1%,38%,1%,CCOC(=O)c1cccc(NC(=O)CN(c2ccc(OC)cc2)S(=O)(=O)c2c(C)noc2C)c1,0%,-1%,-11%,-10%,5%,-11%
-2%,44%[activator],-1%,Cc1ccc(C(=O)OCC(=O)NCc2cccs2)c(C)c1,2%,-5%,-5%,-3%,5%,-7%
-4%,45%[activator],13%,Cc1cc(C)c(NC(=O)c2ccc(S(=O)(=O)N3CCOCC3)cc2)c(C)c1,0%,2%,-1%,-44%,-2%,8%
6%,24%,0%,COCCCC1CCN(C(=O)C2CCC(=O)N(Cc3cccc(F)c3)C2)CC1 (stereo not given),-1%,-5%,3%,-6%[0.0925 µM],0%,9%
-1%,35%,4%,COC(=O)COc1ccc(C)cc1-n1nc2ccccc2n1,10%,-4%,-4%,4%[0.501 µM],7%,-5%
-6%,16%,6%,CCOc1ccc(NC(=O)CSc2nccn2C)cc1,0%,-19%,-1%,-17%[59 µM],-1%,17%
0%,45%[activator],29%,COc1cccc(C(=O)CC(C#N)c2ccc(F)cc2)c1 (stereo not given),6%,27%,-5%,50%,-2%,-17%
i,34%,13%,CCc1ccc(OCC(=O)Nc2ccc(N3CCN(S(C)(=O)=O)CC3)cc2)cc1,1%,1%,1%,79µM*,4%,148%[activator]
-3%,7%,-12%,CN1CCN(CCCNC(=O)c2cnn(-c3ccc(F)cc3)c2-n2cccc2)CC1,-6%,-22%,2%,-8%[59 µM],2%,16%
2%,204%[activator],161%[activator],COc1ccccc1-c1cc(C(F)(F)F)nc(N2CCCCC2)n1,0%,153%[activator],-3%,191%[activator][59 µM],2%,32%[activator]
-5%,10%,x,COc1cc(/C=C(\C(=O)O)c2ccc(S(=O)(=O)N3CCCC3)s2)ccc1OCCC(C)C,7%,-22%,x,x,-6%,-25%
-7%,27%,8%,CC1CCC(NC(=O)c2cc(Cl)nc3ccccc23)CC1 (stereo not given),0%,-8%,x,-5%[12.7 µM],-5%,6%
1%,57%[activator],-1%,O=C(c1ccc2c(=O)n(Cc3ccccc3Cl)c(=S)[nH]c2c1)N1CCCC1,-12%,-3%,-1%,24%,-6%,-3%
i,32%,-5%,Cc1ccccc1OCC(=O)Nc1ccc2[nH]ncc2c1,5%,-3%,-5%,x,2%,104%[activator]
-5%,4%,-8%,CCOC(=O)N1CCC(NC(=O)c2cc3sccc3n2CC)CC1,8%,-10%,-4%,u,-14%,-4%

A portion of the library; count on the stated rates, not on these rows.
